Bioassay records as filed in PubChem BioAssay.
ssDAF12 agonist: activators of S. stercoralis DAF-12 nuclear receptor. HEK293 ssDAF-12/GRIP1 lit1-tk-luc reporter, luminescence; % of 3 µM dafachronic acid response. activation, % at 6.8 µM. 1% of 370,000 active;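 active means activation above the mean over all tested compounds plus 3 SD, cut at about 0.9% in these data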;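 further: 0% = DMSO-only wells and 100% = 3 µM delta7-dafachronic acid wells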
MBD2 DNA inh: inhibitors of human MBD2 binding to methylated oligonucleotide; inhibition, % at 4.4 µM; 0.31% of 370,000 active; TR-FRET; in the data active means inhibition above about 13%
PLC-gamma1 inh: blocks human PLC-gamma1 enzyme activity; P19174; purified PLC-gamma1, fluorogenic substrate, fluorescence; inhibition, % at 12.2 µM; 0.84% of 370,000 active; AID 720700; in the data active means inhibition above about 9.5%
hcDAF12 agonist: H. contortus DAF-12 activation, primary screen; HEK293 hcDAF-12 lit1-tk-luc reporter, luminescence; 0% DMSO, 100% Δ7-dafachronic acid; activation, % at 6.8 µM; 1.4% of 370,000 active; AID 652067;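 active means activation above the mean of all tested compounds plus 3 SD, cut at about 5.5% in these data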;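 further: 100% = response to 3 µM Δ7-dafachronic acid high control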
SMARCA2 act: SMARCA2 function activation, primary screen; MG213 cells, MMTV-luciferase reporter, dexamethasone, overnight; activation, % at 9.1 µM; 1% of 370,000 active; AID 652017; in the data active means activation above about 7.8%;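 further: 0% = vehicle wells and 100% = reference activator wells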
ADAM17 inh: inhibitors of human ADAM17 | P78536 | inhibition, % at 6.95 µM | recombinant ADAM17, EDANS/DABCYL FRET peptide cleavage | 0.83% of 370,000 active;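 active means inhibition above the mean of compounds lying between control limits plus 3 SD, set per campaign, cut at about 8.5% in these data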;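 further: 0% = DMSO-only wells as the low control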
Target sequence (P78536 215-824 limits assumed): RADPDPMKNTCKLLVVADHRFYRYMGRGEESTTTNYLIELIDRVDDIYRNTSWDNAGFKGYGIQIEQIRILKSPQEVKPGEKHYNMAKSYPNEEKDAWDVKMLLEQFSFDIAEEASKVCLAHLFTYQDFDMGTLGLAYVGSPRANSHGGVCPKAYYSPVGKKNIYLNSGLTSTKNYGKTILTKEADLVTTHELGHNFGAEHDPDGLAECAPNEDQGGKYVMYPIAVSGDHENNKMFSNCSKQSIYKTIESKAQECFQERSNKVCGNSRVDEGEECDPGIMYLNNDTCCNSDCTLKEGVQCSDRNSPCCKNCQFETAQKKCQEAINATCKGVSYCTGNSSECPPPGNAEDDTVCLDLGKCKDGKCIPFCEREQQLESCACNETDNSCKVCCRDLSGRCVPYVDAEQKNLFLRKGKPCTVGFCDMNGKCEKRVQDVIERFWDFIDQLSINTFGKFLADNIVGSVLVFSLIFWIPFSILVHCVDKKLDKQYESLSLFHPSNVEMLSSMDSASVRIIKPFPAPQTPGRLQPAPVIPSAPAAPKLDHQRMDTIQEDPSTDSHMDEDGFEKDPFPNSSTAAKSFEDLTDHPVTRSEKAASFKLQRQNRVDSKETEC
DAX1 inh-1: inhibitors of human orphan nuclear receptor DAX1 (NR0B1); 0.99% of 340,000 active; HEK293 Gal4-DAX1 luciferase reporter, luminescence; P51843; inhibition, % at 6.75 µM; AID 504766;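 active means inhibition above the mean over all tested compounds plus 3 SD, cut at about 4.2% in these data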;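 further: 0% = DAX1-transfected cells with DMSO and 100% = empty-vector control cells with DMSO; inhibition shows as a rise in luminescence from relieved DAX1 repression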
Target sequence (P51843 207-470 limits assumed): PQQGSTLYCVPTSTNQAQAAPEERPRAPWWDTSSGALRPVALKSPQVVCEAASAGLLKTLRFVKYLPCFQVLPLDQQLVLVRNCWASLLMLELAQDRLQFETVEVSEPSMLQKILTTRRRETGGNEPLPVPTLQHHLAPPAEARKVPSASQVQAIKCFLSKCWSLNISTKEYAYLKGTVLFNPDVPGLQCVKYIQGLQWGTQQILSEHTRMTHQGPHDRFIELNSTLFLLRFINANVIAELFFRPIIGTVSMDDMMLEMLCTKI
DAX1 inh-2: blocks DAX1 repression of SF-1 activated StAR promoter. AID 652010. inhibition, % at 6.8 µM. 1.1% of 370,000 active. HEK293T StAR-luciferase reporter, SF-1/DAX-1 repression relief;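 active means inhibition above the mean over all tested compounds plus 3 SD, cut at about 3.6% in these data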;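 further: 0% = DAX-1 cells with DMSO and 100% = cells lacking DAX-1 with DMSO; higher inhibition means more luminescence from relief of DAX-1 repression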
PLC-beta3 inh: inhibitors of human phospholipase C beta3. Q01970. Purified PLC-beta3, fluorogenic substrate, fluorescence. 0.18% of 370,000 active. inhibition, % at 12.2 µM; in the data active means inhibition above about 11%;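 further: 0% = median of compound wells on plate and 100% = full blocker control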
NR1D1 modulator: Rev-erb alpha (human) modulation; P20393; Rev-erbα–FITC-DNA binding, fluorescence polarization, 90 min; activity, % at 10 µM; 0.79% of 370,000 active; AID 1259318;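 active means activity above about 14%, limit read from the data; passing the limit was not always enough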;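 further: 0% = DMSO wells with 35 nM protein and 100% = DMSO wells with 750 nM protein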
hgDAF-12 ag: activates the H. glycines DAF-12 receptor ligand-binding domain. HEK293 GAL4-hgDAF12 UAS-luciferase reporter, agonist luminescence; normalized to butyrate control. activation, % at 6.8 µM. 1.8% of 370,000 active. AID 687014;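 active means activation above a cutoff set at the mean of all screened compounds plus 3 SD, cut at about 10% in these data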;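 further: 0% = DMSO wells and 100% = sodium butyrate wells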
Numbers without * were called inactive; x = not tested or not shown.

SMILES	ssDAF12 agonist	MBD2 DNA inh	PLC-gamma1 inh	hcDAF12 agonist	SMARCA2 act	ADAM17 inh	DAX1 inh-1	DAX1 inh-2	PLC-beta3 inh	NR1D1 modulator	hgDAF-12 ag
Cc1ccc(S(=O)(=O)N2CCCC2C(=O)n2nc(C)cc2C)cc1 (stereo not given)	-1.2	-4.5	5.6	3.5	-3.8	-0.3	-1.4	0.8	4.2	-1.5	2.6
CN(Cc1nc(-c2ccc(C(F)(F)F)cc2)no1)C1CCOCC1	-1.2	1.5	2.6	-0.1	-1.1	-3.1	1.6	0.4	0.8	3.2	2.1
CC(=O)Nc1ccc(OC(F)(F)Cl)cc1	-0.4	0.7	-2.1	-1.0	-1.3	-1.6	-0.5	0.0	2.0	5.4	0.4
CC(NC(=O)c1cccc(S(=O)(=O)N(C)C)c1)c1nc2ccccc2[nH]1 (stereo not given)	-0.6	1.5	1.4	4.3	3.0	0.2	-0.6	0.0	-13.0	5.0	1.1
COc1ccc(OCc2nnc(SCC(=O)NC3CC4CCC3C4)o2)cc1 (stereo not given)	-0.9	-6.2	-1.8	-1.3	0.3	0.2	0.6	0.2	-0.1	-1.5	2.4
CN(C)c1ccc(C(=S)N2CCOCC2)cc1	-1.7	-0.9	1.6	-1.0	1.4	2.1	0.2	-0.4	2.5	1.2	-1.6
C=CCN(CC=C)Cc1c(C)[nH]c2c(C)c(C)ccc2c1=O	-1.8	3.2	0.2	-1.9	-1.3	-4.7	-0.5	0.2	-1.4	0.7	-3.7
Cc1cc(C)nc(N/N=C/c2cccc([N+](=O)[O-])c2)n1	-1.2	0.4	2.3	-1.0	0.0	-0.5	x	0.2	-0.8	6.0	-0.5
CCOc1ncccc1C(=O)OCC(=O)NCc1ccc2c(c1)OCO2	-1.5	-4.0	-0.9	-0.6	0.6	-0.8	3.7	0.5	0.6	11.6	-3.9
COc1ccc(-n2c(Cc3cccn3C)nnc2SCC(=O)Nc2cccc(F)c2)cc1	-1.6	6.6	-15.3	0.0	-0.2	-0.7	0.8	-0.5	-23.1	0.2	-0.3
CCCc1ccc(OC(=O)c2ccc(O)cc2Cl)cc1	0.6	-0.9	-2.1	8.4*	1.8	2.2	2.1	5.3*	-0.7	-8.8	16.4*
O=C(Oc1ccc(Cl)c2cccnc12)c1cccnc1	-1.0	-4.3	-3.0	0.3	-0.7	1.1	0.0	0.1	-1.9	1.0	0.5
CC(NC(=O)c1ccco1)C(=O)N1CCCCC1 (stereo not given)	-0.8	-1.3	0.9	2.8	-0.4	2.5	-0.1	0.6	-5.3	-0.9	2.2
CCCCNC(=O)C1(C)CCCCCN1Cc1cc2ccccc2o1 (stereo not given)	-1.3	-0.9	4.1	-1.0	-3.5	4.8	x	-0.1	4.5	3.2	-3.7
CC1(C)CC(=O)C=C(Nc2ccccc2N)C1	-0.6	-5.7	-14.7	-1.0	2.9	-3.4	-0.1	0.8	-18.4	2.3	3.5
CN(NC1OC(=O)c2ccccc21)c1ncc(C(F)(F)F)cc1Cl (stereo not given)	-0.9	1.7	-1.6	1.4	-2.3	-0.8	1.8	-0.7	-10.5	3.5	0.1
N#Cc1cccc(NC(=O)NCCc2c[nH]c3ccccc23)c1	-2.0	2.1	-2.2	0.1	-0.1	-3.1	-0.6	-0.1	-3.6	-6.1	-2.6
CC1(OC(=O)CCc2ccccc2)C(=O)C=C2C=C(c3ccc(C#N)cc3)N(C3CCCCC3)C=C2C1=O (stereo not given)	-1.3	-6.1	-82.0	-0.5	-1.3	0.1	0.2	0.4	-144.6	-7.2	-0.9
Brc1ccc(-c2noc(COc3ccc4c(c3)CCC4)n2)o1	0.7	1.5	1.4	-0.1	1.6	2.8	-0.8	2.1	-2.7	3.4	0.0
CCOC(=O)N1CCN(C(=O)c2cn(CC)c3ccc(S(=O)(=O)N4CCOCC4)cc3c2=O)CC1	-0.6	0.4	3.9	-1.2	0.3	1.5	-0.4	1.7	-3.0	-1.9	1.0

Laid out differently: results already given.
Sequence of screens – ssDAF12 agonist | MBD2 DNA inh | PLC-gamma1 inh | hcDAF12 agonist | SMARCA2 act | ADAM17 inh | DAX1 inh-1 | DAX1 inh-2 | PLC-beta3 inh | NR1D1 modulator | hgDAF-12 ag
- CC(NC(=O)c1ccco1)C(=O)N1CCCCC1 (stereo not given)
→ -0.8 | -1.3 | 0.9 | 2.8 | -0.4 | 2.5 | -0.1 | 0.6 | -5.3 | -0.9 | 2.2
- CCCCNC(=O)C1(C)CCCCCN1Cc1cc2ccccc2o1 (stereo not given)
→ -1.3 | -0.9 | 4.1 | -1.0 | -3.5 | 4.8 | x | -0.1 | 4.5 | 3.2 | -3.7
- CC1(C)CC(=O)C=C(Nc2ccccc2N)C1
→ -0.6 | -5.7 | -14.7 | -1.0 | 2.9 | -3.4 | -0.1 | 0.8 | -18.4 | 2.3 | 3.5

The list goes on:
SMILES	ssDAF12 agonist	MBD2 DNA inh	PLC-gamma1 inh	hcDAF12 agonist	SMARCA2 act	ADAM17 inh	DAX1 inh-1	DAX1 inh-2	PLC-beta3 inh	NR1D1 modulator	hgDAF-12 ag
CCC(C)(C)NC(=O)C(c1ccco1)N(C(=O)c1csnn1)c1cccc(F)c1 (stereo not given)	-1.1	-2.2	-0.3	-0.1	-1.6	-4.4	0.0	-0.3	-0.1	-2.1	-1.5
C[C@H](C(O)c1ccccc1)N(C)C(=O)CN (stereo not given in full)	-1.1	-2.7	0.3	-1.4	1.4	-0.2	1.1	-0.4	-2.5	2.4	-1.1
c1ccc(CSc2ncnc3ccccc23)cc1	-1.2	-1.0	-4.8	-0.9	1.4	1.6	0.8	-1.5	-11.8	12.0	5.2
Cc1ccc(C(=O)N/C(=C\c2ccc(-c3ccccc3[N+](=O)[O-])o2)C(=O)NCCCN(C)C)cc1	0.2	-9.2	-46.4	2.9	0.2	-8.0	-1.3	-0.2	-71.6	-1.1	-4.6
CC(=O)Nc1ccc(NC(=O)Cn2c(=O)n(-c3ccc(C)cc3)c(=O)c3oc4ccccc4c32)cc1	-1.0	-3.4	0.0	-1.6	-1.5	-1.0	-1.5	-0.7	-4.9	-1.0	2.4
COC(=O)CCc1nc2c(C#N)c(-c3ccc(Cl)cc3)ccn2n1	-1.4	-2.6	-1.3	-0.4	-0.8	-7.7	-0.1	-0.3	-9.3	4.7	-4.7
O=C(CCNC(=O)c1ccc(Br)cc1)NC1CCCCCC1	-0.9	6.8	1.6	-0.7	-3.2	7.7	0.0	0.6	-3.4	8.9	-2.7
O=C(CN1C(=O)NC2(CCCC2)C1=O)NNC(=O)c1ccccc1	-1.2	1.9	-1.7	-0.9	0.0	2.1	-0.5	1.6	-6.7	-6.0	1.2
CCCCn1c(/N=C/c2c[nH]c3ccccc23)nc2ccccc21	0.7	-5.0	-2.6	2.6	-0.8	-2.2	0.9	0.9	-6.6	3.6	4.3
COc1ccccc1Oc1ccccc1C(=O)O	-0.8	1.6	0.8	-2.1	0.7	-2.7	1.1	0.5	-0.2	3.7	3.0
NCCC1CN(C(=O)OCc2ccccc2)c2ccccc21 (stereo not given)	-0.4	1.6	-0.1	0.4	-0.2	-1.6	0.8	-0.4	0.1	-4.9	1.5
O=C(C[n+]1ccccc1)N/N=C/c1ccccc1[N+](=O)[O-]	-1.6	-0.2	1.7	-0.8	2.9	-1.4	0.0	0.2	5.9	2.1	0.6
CN(CCCNC(=O)C1CCN(S(=O)(=O)c2cccc3nsnc23)CC1)Cc1ccccc1	-1.1	-5.7	0.9	-0.7	-0.4	-3.2	0.1	0.2	1.1	2.2	-0.1
Cc1occc1C(=O)Nc1cc(S(=O)(=O)N2CCOCC2)ccc1OC(C)C	-0.9	2.2	-1.0	-1.0	-0.7	-1.8	0.1	0.3	-0.7	-2.4	3.1
CCOC(=O)N1CCN(Cc2nc3ccc([N+](=O)[O-])cc3c(=O)n2-c2ccc(OC)cc2OC)CC1	-1.0	1.7	0.7	0.8	5.5	-5.7	-1.7	-0.3	-9.2	-7.8	-3.6
CCCCN(C)C(=O)c1nc2ccccn2c1CN1CCN(C(=O)c2cccs2)CC1	-1.3	7.4	1.3	1.5	4.5	-3.4	0.2	-0.7	-0.1	-4.2	-3.9
CC(C)N1CCC1(C)C(=O)Nc1nc2ccccc2[nH]1 (stereo not given)	-1.2	3.4	2.5	0.3	-1.2	-8.1	x	-0.3	-1.6	5.4	4.5
CC1CN(CCCCN2C(=O)c3ccccc3C2=O)CC(C)O1 (stereo not given)	-0.8	1.6	-0.8	0.7	-2.2	-1.4	1.8	0.6	-0.2	3.1	0.4
Cc1cc(C)cc(C(=O)NC(=S)Nc2ccc(Cc3ccncc3)cc2)c1	-1.3	8.7	-0.7	-2.2	-3.0	-2.9	0.6	-0.6	-1.1	-4.7	2.0
CCn1nc(C(=O)NNC(=O)COc2ccccc2C)c2ccccc2c1=O	-1.5	1.1	3.7	-0.1	-2.2	-1.6	-0.2	-0.8	-2.8	3.5	0.4
Cc1cccc(N2CC(C(=O)Nc3ccc(S(=O)(=O)Nc4nccs4)cc3)CC2=O)c1C (stereo not given)	-1.2	-2.1	2.7	-0.9	-3.3	0.8	0.3	0.0	0.3	0.8	2.7
O=c1[nH]nc(Cc2ccccc2)c2ccccc12	-0.7	-5.8	0.3	-0.1	2.0	-10.5	1.6	0.2	0.1	-8.0	-1.2
N#C/C(=C\c1ccc(OCc2ccccc2)cc1)C(=O)Nc1ccc(C(=O)O)cc1	-1.0	8.2	-0.5	0.6	-1.2	-3.3	x	-0.5	-9.9	0.9	2.1
COc1ccc(S(=O)(=O)N2CCCCCC2)cc1C(=O)N1CCN(c2ccc(F)cc2)CC1	-1.7	-4.6	-0.2	-1.5	-3.6	-2.2	-0.2	-1.0	-6.7	5.2	-1.1
CC(=O)N1CCOc2ccc(S(=O)(=O)Nc3ccc(C)cn3)cc21	-0.9	-3.9	2.7	-1.9	-1.7	-2.1	1.0	0.2	-12.5	3.5	-1.7
Cc1c(N2C(=O)CSC2c2ccco2)c(=O)n(-c2ccccc2)n1C (stereo not given)	0.6	-3.1	5.0	4.0	-2.1	0.5	0.6	-0.4	-1.9	-3.2	3.6
C[C@H](NC(=O)Nc1cccc(Br)c1)C(=O)O	-1.3	7.6	5.5	4.3	-3.7	-7.1	-1.2	0.6	-6.4	0.7	2.8
Cc1[nH]c(C)c2c(=O)[nH]ncc12	-0.7	0.2	-1.2	0.0	-2.6	-1.2	1.9	0.5	-5.6	3.8	1.0
COCCN1C(=O)C(=O)/C(=C(/O)c2cccc(OC)c2)C1c1ccc(C)o1 (stereo not given)	-1.4	-2.6	2.1	-0.1	-0.4	-8.8	1.8	-0.3	-3.9	1.7	1.6
Cc1ccc(C(=O)Nc2cccc(NC(=O)c3cccs3)c2)c(C)c1	-0.7	-1.9	0.6	-2.5	1.3	2.4	-0.5	-0.5	-7.5	3.3	0.7
Cc1ccc(CNC(=O)C2CC(c3ccccc3[N+](=O)[O-])=NO2)cc1 (stereo not given)	-0.1	3.8	0.5	3.8	2.5	1.4	-0.6	0.1	-1.4	6.5	0.2
COc1ccc(C(CNC(=O)C(CCSC)NC(=O)c2ccccc2Cl)N2CCCCC2)cc1 (stereo not given)	-0.7	0.1	-0.9	-0.6	-1.1	-0.5	0.4	-1.0	-6.2	5.6	2.0
O=C(NCc1ccc2c(c1)OCO2)c1ccc(NC(=O)C2CCCO2)cc1 (stereo not given)	-1.4	5.7	-2.4	-2.0	-0.4	-6.0	-1.0	-0.9	3.0	-4.6	-4.2
